Screens from PubChem.
BoNT A protease – BoNT/A light chain protease inhibitors, primary screen, biochemical, flow cytometry, MLPCN library; multiplex microsphere protease substrate cleavage; inhibition, % at 10 µM; actives 0.17% (n = 360,000); AID 588499, 2011; also: plate controls were buffer without enzyme for full effect and enzyme alone for no effect
TcdB GH inh – TcdB glycohydrolase inhibitors, primary screen, biochemical, single point, plate reader; actives 0.24% (n = 350,000); Toxin B (Clostridioides difficile), P18177; TcdB glycohydrolase enzymatic assay; inhibition, % at 9.99 µM; in the data active = inhibition above about 10%
PfHsp40 rescue – rescue of yeast from PfHsp40 toxicity, primary screen, S. cerevisiae, ATP luminescence; S. cerevisiae expressing PfHsp40, growth rescue; growth rescue, % at 12.5 µM; actives 0.68% (n = 340,000); AID 504582, 2011; in the data active = growth rescue above about 28%, passing the limit was not always enough;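 also: yeast W303a lacking pdr1 and pdr3 grown in galactose medium; growth measured after three days at 30 °C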
PriA SSB inh – inhibitors of Klebsiella pneumoniae PriA binding to SSB C-terminal tail, primary screen, biochemical, AlphaScreen. PriA–SSB C-terminal tail interaction (Klebsiella pneumoniae). AlphaScreen SSBct-PriA binding, biotinylated peptide. inhibition, % at 33 µM. actives 0.6% (n = 430,000); in the data active = inhibition mostly above about 37%, no sharp cut-off; inactive = mostly below about 20%;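 also: plate controls were negative control peptide for no effect and reference peptide for full effect; strong numbers were not always called active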
DUSP3 inh – VHR1 phosphatase inhibitors, primary screen, biochemical, absorbance, uHTS. Dual specificity protein phosphatase 3 (Homo sapiens), P51452. recombinant VHR phosphatase, pNPP absorbance. inhibition, % at 13.3 µM. actives 0.52% (n = 290,000). AID 1654, 2009; in the data active = inhibition above about 50%; also: some compounds called inactive have numbers as strong as hits
Target sequence (P51452 whole entry, looked up): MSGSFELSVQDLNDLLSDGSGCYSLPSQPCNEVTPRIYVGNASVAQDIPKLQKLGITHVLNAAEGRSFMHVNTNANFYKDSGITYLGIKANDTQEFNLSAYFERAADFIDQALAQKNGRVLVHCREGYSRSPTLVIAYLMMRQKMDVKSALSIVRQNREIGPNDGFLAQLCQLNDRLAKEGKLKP
Yp Topo-I inh – Yersinia pestis topoisomerase I inhibitors, primary screen, biochemical, cleavage product accumulation, plate reader, single point; DNA topoisomerase I (Yersinia pestis CO92); activity, % at 10 µM; actives 0.064% (n = 360,000); Y. pestis Topo-I cleavage product accumulation; in the data active = activity above about 50%, passing the limit was not always enough; also: inactives centre near 2
Anthrax LF prot – Bacillus anthracis LF protease inhibitors, primary screen, biochemical, multiplex microsphere, MLPCN library. Lethal factor (Bacillus anthracis), P15917. multiplex microsphere protease cleavage assay. inhibition, % at 10 µM. actives 0.12% (n = 360,000); also: plate controls were buffer without enzyme for full effect and enzyme alone for no effect
Target sequence (P15917 whole entry, looked up): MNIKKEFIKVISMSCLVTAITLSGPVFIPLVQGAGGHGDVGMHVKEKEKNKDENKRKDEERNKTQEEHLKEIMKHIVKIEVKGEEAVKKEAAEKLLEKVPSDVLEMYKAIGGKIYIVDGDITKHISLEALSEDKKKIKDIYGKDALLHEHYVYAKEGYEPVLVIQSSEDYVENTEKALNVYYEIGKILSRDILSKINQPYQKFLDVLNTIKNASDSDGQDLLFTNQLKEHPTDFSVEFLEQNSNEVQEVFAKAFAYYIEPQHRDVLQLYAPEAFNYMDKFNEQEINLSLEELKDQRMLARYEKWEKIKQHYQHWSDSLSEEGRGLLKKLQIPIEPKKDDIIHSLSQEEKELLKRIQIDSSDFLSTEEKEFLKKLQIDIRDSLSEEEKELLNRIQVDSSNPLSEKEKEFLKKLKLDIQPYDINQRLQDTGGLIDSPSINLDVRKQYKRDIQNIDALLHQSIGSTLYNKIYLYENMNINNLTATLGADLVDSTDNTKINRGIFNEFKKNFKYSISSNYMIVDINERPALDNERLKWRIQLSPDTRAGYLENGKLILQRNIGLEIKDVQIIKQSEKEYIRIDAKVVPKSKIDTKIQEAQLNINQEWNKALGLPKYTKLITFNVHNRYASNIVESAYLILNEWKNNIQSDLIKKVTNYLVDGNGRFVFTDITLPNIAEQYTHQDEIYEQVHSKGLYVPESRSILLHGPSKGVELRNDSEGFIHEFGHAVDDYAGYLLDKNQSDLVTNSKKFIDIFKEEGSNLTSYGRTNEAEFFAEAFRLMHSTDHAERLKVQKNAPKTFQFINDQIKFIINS
BH1578 lux ind – inducers of Vibrio cholerae quorum light production without autoinducers, primary screen, BH1578 luxS cqsA deficient, single point | V. cholerae BH1578 lux reporter, luminescence, 6 h | activation, % at 18.7 µM | actives 0.16% (n = 350,000); in the data active = activation mostly above about 9.7%, no sharp cut-off; also: not every result past the cut was called active; inactives centre near 0; reference of the scale not given here
3CLpro inhibitor – SARS-CoV 3CLpro protease inhibitors, primary screen, biochemical, quenched FRET | actives 0.14% (n = 290,000) | recombinant SARS-CoV 3CLpro, quenched FRET peptide cleavage | inhibition, % at 6 µM | Replicase polyprotein 1ab (Severe acute respiratory syndrome coronavirus), P0C6X7 | AID 1706, 2009; in the data active = inhibition above about 12%
CCHFV vOTU inh – CCHFV vOTU protease inhibitors, primary screen, biochemical, Pep-AMC substrate, fluorescence; actives 0.55% (n = 370,000); inhibition, % at 11.5 µM; in the data active = inhibition above about 30%; also: 0% = vehicle wells with enzyme and 100% = no enzyme wells
Numbers without * were called inactive. Rule as the data show it, unless noted: active = inhibition above about 30%; inconclusive = no clear call, values can overlap the other calls; inactive = below that.

CN(C)c1cccc(C(=O)N(C)C2CCCN(Cc3ccccc3F)C2)c1 (stereo not drawn) was read as BoNT A protease -3.9, TcdB GH inh 0.5, PfHsp40 rescue 1.4, PriA SSB inh -5, DUSP3 inh 38, Yp Topo-I inh 14, Anthrax LF prot -5, BH1578 lux ind -0.4, 3CLpro inhibitor 1 and CCHFV vOTU inh 16.
CC(C)C[C@H](NC(=O)c1nc[nH]c1C(=O)N1CCN(C(=O)OC(C)(C)C)CC1)C(=O)OC(C)(C)C was read as BoNT A protease 1.0, TcdB GH inh 1.5, PfHsp40 rescue 1.8, PriA SSB inh 0, DUSP3 inh 7, Yp Topo-I inh 34, Anthrax LF prot 7, BH1578 lux ind inactive, 3CLpro inhibitor -1 and CCHFV vOTU inh 11.
`COc1ccc(/C=C(\NC(=O)c2ccc(OCC(C)C)cc2)C(=O)OCc2ccco2)cc1` gave BoNT A protease -2.9, TcdB GH inh -0.2, PfHsp40 rescue 0.3, PriA SSB inh -16, DUSP3 inh 4, Yp Topo-I inh -4, Anthrax LF prot -4, BH1578 lux ind -0.1, 3CLpro inhibitor 7 and CCHFV vOTU inh 21.
For COc1cccc(C(=O)NCc2nnc(SCC(=O)Nc3nccs3)n2-c2cccc(C)c2)c1 the results were BoNT A protease -2.5, TcdB GH inh 0.0, PfHsp40 rescue -1.1, PriA SSB inh -16, DUSP3 inh 22, Yp Topo-I inh -3, Anthrax LF prot 1, BH1578 lux ind inactive, 3CLpro inhibitor -2 and CCHFV vOTU inh 8.
`CSCCC(NS(=O)(=O)c1ccccc1F)C(=O)N1CCCCCC1` (stereo not drawn) gave BoNT A protease -1.1, TcdB GH inh 0.4, PfHsp40 rescue 0.1, PriA SSB inh -4, DUSP3 inh 9, Yp Topo-I inh 1, Anthrax LF prot -4, BH1578 lux ind -0.1, 3CLpro inhibitor 1 and CCHFV vOTU inh -5.
O=C(O)CCc1ccc(-c2cccs2)n1NC(=O)c1cccs1 was read as BoNT A protease -0.4, TcdB GH inh 0.3, PfHsp40 rescue -1.3, PriA SSB inh -10, DUSP3 inh 19, Yp Topo-I inh 4, Anthrax LF prot -4, BH1578 lux ind -0.9, 3CLpro inhibitor -1 and CCHFV vOTU inh 4.
`O=C(/C=C/c1ccccc1)NCC(=O)N/N=C/c1ccccc1[N+](=O)[O-]` gave BoNT A protease 0.8, TcdB GH inh -0.4, PfHsp40 rescue -0.5, DUSP3 inh -24, Yp Topo-I inh 6, Anthrax LF prot -4, BH1578 lux ind inactive, 3CLpro inhibitor -3 and CCHFV vOTU inh 7.
For CCOC(=O)c1ccc(N2C(=O)c3n[nH]c(C)c3C2c2cccnc2)cc1 (stereo not drawn) the results were BoNT A protease 0.4, PfHsp40 rescue 1.7, PriA SSB inh -5, DUSP3 inh 22, Yp Topo-I inh -1, Anthrax LF prot -1, BH1578 lux ind 5.0, 3CLpro inhibitor -2 and CCHFV vOTU inh 5.
`O=C(CN1CCN(c2ccccn2)CC1)Nc1ccc(Cl)c(C(F)(F)F)c1` gave BoNT A protease 0.5, PfHsp40 rescue 0.0, PriA SSB inh -7, DUSP3 inh 10, Yp Topo-I inh 6, Anthrax LF prot -2, BH1578 lux ind -0.7, 3CLpro inhibitor -4 and CCHFV vOTU inh 4.
Screening COc1ccc(N(Cc2cc3cc(OC)ccc3[nH]c2=O)C(=O)c2cccnc2)cc1 returned BoNT A protease 1.1, PfHsp40 rescue 0.9, PriA SSB inh -5, DUSP3 inh 32, Yp Topo-I inh 0, Anthrax LF prot 2, BH1578 lux ind inactive, 3CLpro inhibitor -2 and CCHFV vOTU inh -2.
Screening CCCCN1C[C@H](c2ccc(OC)cc2)[C@@H](CC(=O)Nc2ccc(OC)cc2)C1=O returned BoNT A protease -0.2, TcdB GH inh 1.1, Yp Topo-I inh 28, Anthrax LF prot -1, BH1578 lux ind -1.0 and CCHFV vOTU inh -4.
Screening CC(C)CC(=O)Nc1ccccc1-c1nnn(CC(=O)N2CCc3ccccc3C2)n1 returned BoNT A protease 1.2, PfHsp40 rescue 2.7, PriA SSB inh 1, DUSP3 inh 15, Yp Topo-I inh 23, Anthrax LF prot 0, BH1578 lux ind -3.8, 3CLpro inhibitor -4 and CCHFV vOTU inh -2.
COc1ccc2nc(SCC(=O)N3CCCCCC3)c(C#N)cc2c1 was read as BoNT A protease 1.4, PfHsp40 rescue 0.1, PriA SSB inh 14, DUSP3 inh -6, Yp Topo-I inh 4, Anthrax LF prot -1, BH1578 lux ind inactive, 3CLpro inhibitor -1 and CCHFV vOTU inh 7.
For COc1ccc(NS(=O)(=O)NC(=O)c2cn(C)c3ccccc23)cc1 the results were BoNT A protease 0.0, TcdB GH inh -0.1, PfHsp40 rescue -0.6, PriA SSB inh 7, DUSP3 inh 20, Yp Topo-I inh 0, Anthrax LF prot 0, BH1578 lux ind -0.4, 3CLpro inhibitor 0 and CCHFV vOTU inh 7.
For O=C(NCCCn1ccnc1)c1cc2c(s1)CCCC2 the results were BoNT A protease 0.9, TcdB GH inh -1.6, PfHsp40 rescue -0.3, PriA SSB inh 45*, DUSP3 inh 10, Yp Topo-I inh 7, Anthrax LF prot 2, BH1578 lux ind inactive, 3CLpro inhibitor -1 and CCHFV vOTU inh -9.
Cc1ccc(C)c(NC(=O)C(OC(=O)c2ccc(CO)cc2)c2ccccc2)c1 (stereo not drawn) was read as TcdB GH inh 1.2, PfHsp40 rescue 0.3, PriA SSB inh -10, Yp Topo-I inh 2, BH1578 lux ind 0.7 and CCHFV vOTU inh 14.
For CCN(CCNC(=O)c1ccc2nc(-c3ccccc3NC(C)=O)c(=O)[nH]c2c1)c1ccccc1 the results were BoNT A protease -0.1, TcdB GH inh 0.6, PfHsp40 rescue 1.8, PriA SSB inh -6, DUSP3 inh 34, Yp Topo-I inh 4, Anthrax LF prot -2, BH1578 lux ind -0.3, 3CLpro inhibitor 0 and CCHFV vOTU inh 0.
`CCC[C@@H](OS(N)(=O)=O)[C@@H](Cc1ccccc1)C(=O)OCC` gave BoNT A protease 0.0, TcdB GH inh 1.0, PfHsp40 rescue 0.9, PriA SSB inh -11, DUSP3 inh 13, Yp Topo-I inh 2, Anthrax LF prot -2, BH1578 lux ind inactive, 3CLpro inhibitor -5 and CCHFV vOTU inh 4.
Screening O=C1CCCN1CCCNC(=S)Nc1ccc(Cl)cc1Cl returned BoNT A protease 0.0, TcdB GH inh 0.5, PfHsp40 rescue 0.4, PriA SSB inh -10, DUSP3 inh 9, Yp Topo-I inh 2, Anthrax LF prot -1, BH1578 lux ind -0.6, 3CLpro inhibitor -2 and CCHFV vOTU inh 8.
For O=[N+]([O-])c1ccc2c(c1)Nc1nc3ccccc3nc1N2 the results were BoNT A protease -3.1, TcdB GH inh 1.0, PfHsp40 rescue 7.9, PriA SSB inh 2, DUSP3 inh 25, Yp Topo-I inh -24, Anthrax LF prot -8, BH1578 lux ind 0.7, 3CLpro inhibitor -1 and CCHFV vOTU inh 4.

Entries shown so far that have two or more sulfur atoms (3):
For COc1cccc(C(=O)NCc2nnc(SCC(=O)Nc3nccs3)n2-c2cccc(C)c2)c1 the results were BoNT A protease -2.5, TcdB GH inh 0.0, PfHsp40 rescue -1.1, PriA SSB inh -16, DUSP3 inh 22, Yp Topo-I inh -3, Anthrax LF prot 1, BH1578 lux ind inactive, 3CLpro inhibitor -2 and CCHFV vOTU inh 8.
`CSCCC(NS(=O)(=O)c1ccccc1F)C(=O)N1CCCCCC1` (stereo not drawn) gave BoNT A protease -1.1, TcdB GH inh 0.4, PfHsp40 rescue 0.1, PriA SSB inh -4, DUSP3 inh 9, Yp Topo-I inh 1, Anthrax LF prot -4, BH1578 lux ind -0.1, 3CLpro inhibitor 1 and CCHFV vOTU inh -5.
O=C(O)CCc1ccc(-c2cccs2)n1NC(=O)c1cccs1 was read as BoNT A protease -0.4, TcdB GH inh 0.3, PfHsp40 rescue -1.3, PriA SSB inh -10, DUSP3 inh 19, Yp Topo-I inh 4, Anthrax LF prot -4, BH1578 lux ind -0.9, 3CLpro inhibitor -1 and CCHFV vOTU inh 4.

The results go on:
For CN1CCN(Cc2nc3cc(NC(=O)COc4ccc([N+](=O)[O-])cc4)ccc3n2C)CC1 the results were BoNT A protease -0.9, TcdB GH inh 0.8, PfHsp40 rescue -0.5, PriA SSB inh -15, DUSP3 inh 18, Yp Topo-I inh 1, Anthrax LF prot -2, BH1578 lux ind -2.2, 3CLpro inhibitor -8 and CCHFV vOTU inh 34*.
O=P(CCO)(c1ccccc1)c1ccccc1 was read as BoNT A protease -0.4, TcdB GH inh 1.4, PfHsp40 rescue 0.6, PriA SSB inh -4, DUSP3 inh 7, Yp Topo-I inh 3, Anthrax LF prot 2, BH1578 lux ind -0.5, 3CLpro inhibitor -4 and CCHFV vOTU inh 0.
CCc1ccccc1N(C(C)=O)c1nc(CN=C=S)cs1 was read as BoNT A protease 0.2, TcdB GH inh 1.4, PfHsp40 rescue 0.0, PriA SSB inh 4, DUSP3 inh 22, Yp Topo-I inh -1, Anthrax LF prot 0, BH1578 lux ind -0.4, 3CLpro inhibitor -4 and CCHFV vOTU inh 5.
`O=C(CSc1nc2ccccc2s1)NC1CCS(=O)(=O)C1` (stereo not drawn) gave BoNT A protease 0.7, PfHsp40 rescue -0.3, PriA SSB inh -3, DUSP3 inh 0, Yp Topo-I inh -8, Anthrax LF prot -1, BH1578 lux ind -7.1, 3CLpro inhibitor 1 and CCHFV vOTU inh -18.
CCc1ccc(CNC(=O)C2Cc3cc(S(=O)(=O)N4CCCC4)ccc3N2C(C)=O)cc1 (stereo not drawn) was read as BoNT A protease -2.3, TcdB GH inh 2.3, PfHsp40 rescue -0.5, PriA SSB inh 1, DUSP3 inh 18, Yp Topo-I inh 24, Anthrax LF prot -2, BH1578 lux ind 5.4, 3CLpro inhibitor 1 and CCHFV vOTU inh 8.
Screening COc1ccc2c3n(nc2c1)CCN=C3c1ccc(C)cc1 returned BoNT A protease 0.4, TcdB GH inh 2.0, PfHsp40 rescue -0.7, PriA SSB inh -8, Yp Topo-I inh 35, Anthrax LF prot -3, BH1578 lux ind inactive and CCHFV vOTU inh 2.
COc1cc(NC(=O)c2noc(C)c2[N+](=O)[O-])c(OC)cc1Cl was read as BoNT A protease -1.3, TcdB GH inh 2.3, PfHsp40 rescue -1.3, PriA SSB inh -8, DUSP3 inh 82, Yp Topo-I inh -11, Anthrax LF prot 0, BH1578 lux ind -5.1, 3CLpro inhibitor 0 and CCHFV vOTU inh -7.

An excerpt (hit frequency here may not be typical).
